Source: PubChem BioAssay (several laboratories)
Yfh1-depleted yeast – enhancers of respiration in Yfh1-depleted yeast, dose response, Friedreich's ataxia, plus single-dose screen (AID 1465). S. cerevisiae Yfh1-off respiration, WST-1 reduction, 72 h; higher fold induction means a stronger effect. fold induction at 50 µM, or EC50 in µM where a hit was titrated. actives 0.074% (n = 220,000);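 active = fold induction of absorbance versus untreated yeast above a set limit, then at least 30% activation at any dose in follow-up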;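 also: activators that raise dye reduction in frataxin-depleted yeast; strong numbers were not always called active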
NTR1 ag – agonists of NTR1, primary screen, imaging, U2OS cells, beta-arrestin-GFP, high content (AID 493036); NTR1-U2OS beta-arrestin-GFP spot imaging, agonist mode; activation, % at 20 µM; actives 0.17% (n = 330,000);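 active = activation at or above 40% of the spot to cytoplasm intensity ratio, with at least 20 cells analyzed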;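 also: 0% = DMSO without peptide and 100% = 100 nM NTR1 peptide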
Target sequence (P30989 whole entry, looked up): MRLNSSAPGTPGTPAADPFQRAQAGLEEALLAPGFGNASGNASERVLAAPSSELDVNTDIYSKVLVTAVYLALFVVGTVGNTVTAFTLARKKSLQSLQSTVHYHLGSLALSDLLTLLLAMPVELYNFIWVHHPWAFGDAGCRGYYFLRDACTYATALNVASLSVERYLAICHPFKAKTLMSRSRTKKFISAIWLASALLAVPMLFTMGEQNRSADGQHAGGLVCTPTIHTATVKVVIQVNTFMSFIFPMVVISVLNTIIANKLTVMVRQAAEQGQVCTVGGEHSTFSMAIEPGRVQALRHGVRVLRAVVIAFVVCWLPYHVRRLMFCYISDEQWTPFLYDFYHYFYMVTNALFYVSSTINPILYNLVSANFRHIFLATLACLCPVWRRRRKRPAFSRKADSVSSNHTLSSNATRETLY
NTR1 ag cell count 20 µM – further read-out of NTR1 ag, marked with its call; cell count; measured here: cell count, cytotoxicity flag
* = called active by the depositor; i = inactive; . = not tested or not shown; & = joins results of further samples. Some of the compounds tested; count on the stated rates, not on these rows.

Second line of a record – NTR1 ag cell count 20 µM, NTR1 ag, Yfh1-depleted yeast
> N=C(N=C(N)N)N1CCOCC1
  50, 2.6, .
> CCC[C@H](N[C@@H](C)C(=O)N1[C@H](C(=O)O)C[C@@H]2CCCC[C@@H]21)C(=O)OCC
  64, -0.2, .
> O=C(O)[C@@H]1[C@H]2C[C@H]3c4[nH]c5ccccc5c4CCN3C[C@@H]2CC[C@@H]1O
  44, 0.4, .
> C=C1c2cccc(O)c2C(=O)C2C(=O)[C@]3(O)C(=O)C(C(N)=O)C(=O)[C@@H](N(C)C)[C@@H]3[C@@H](O)[C@H]12 (stereo partly drawn)
  52, 1.7, .
> CC(=O)N1C[C@H](O)C[C@H]1C(=O)O
  45, 2.3, .
> O=c1cc[nH]c(=O)[nH]1
  71, 1.8, .
> CN(C)C/C=C(/c1ccc(Br)cc1)c1cccnc1
  65, -2.8, i
> CC(Oc1c(Cl)cccc1Cl)C1=NCCN1 (stereo not drawn)
  53, -0.7, i
> COc1nc(C)nc(Cl)c1NC1=NCCN1
  53&49, -1.2&-1.2, i

Compound profiles, from the list above. Values in the order: NTR1 ag cell count 20 µM | NTR1 ag | Yfh1-depleted yeast
Record of CCC[C@H](N[C@@H](C)C(=O)N1[C@H](C(=O)O)C[C@@H]2CCCC[C@@H]21)C(=O)OCC → 64 | -0.2 | .
Record of O=C(O)[C@@H]1[C@H]2C[C@H]3c4[nH]c5ccccc5c4CCN3C[C@@H]2CC[C@@H]1O → 44 | 0.4 | .
Record of CN(C)C/C=C(/c1ccc(Br)cc1)c1cccnc1 → 65 | -2.8 | i
Record of O=c1cc[nH]c(=O)[nH]1 → 71 | 1.8 | .
